A3A deaminase = inhibitors of human APOBEC3A DNA deaminase | 330,000 tested, 0.41% active | AID 493011 | inhibition, % at 20 µM | recombinant A3A, FAM/TAMRA ssDNA deamination fluorescence;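 active = at least 40% inhibition at 20 µM here, with at most 30% in a related deaminase screen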;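 note: plate controls were A3A with DMSO for no effect and wells lacking A3A enzyme for full effect; some results filed as inactive read as strong as hits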
MPTP inh = blocks calcium-induced mitochondrial swelling. isolated mouse mitochondria, Ca2+ swelling absorbance, 30 min. inhibition, % at 10 µM. 360,000 tested, 1.4% active. AID 602449;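 active = inhibition of 50% or more, scaled per plate between neutral and stimulator controls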;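 note: 0% = DMSO wells given calcium and 100% = 1 mM EGTA wells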
APOBEC3G inh = inhibitors of human APOBEC3G DNA deaminase; recombinant A3G, ssDNA deamination FAM/TAMRA fluorescence; 330,000 tested, 0.28% active; Q9HC16; inhibition, % at 20 µM; AID 493012;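 active = inhibition of at least 40% at 20 µM, with no more than 30% in the related APOBEC3A deaminase screen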;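 note: plate controls were DMSO wells with A3G for no effect and wells lacking A3G enzyme for full effect; some compounds called inactive have numbers as strong as hits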
Target sequence (Q9HC16 whole entry, looked up): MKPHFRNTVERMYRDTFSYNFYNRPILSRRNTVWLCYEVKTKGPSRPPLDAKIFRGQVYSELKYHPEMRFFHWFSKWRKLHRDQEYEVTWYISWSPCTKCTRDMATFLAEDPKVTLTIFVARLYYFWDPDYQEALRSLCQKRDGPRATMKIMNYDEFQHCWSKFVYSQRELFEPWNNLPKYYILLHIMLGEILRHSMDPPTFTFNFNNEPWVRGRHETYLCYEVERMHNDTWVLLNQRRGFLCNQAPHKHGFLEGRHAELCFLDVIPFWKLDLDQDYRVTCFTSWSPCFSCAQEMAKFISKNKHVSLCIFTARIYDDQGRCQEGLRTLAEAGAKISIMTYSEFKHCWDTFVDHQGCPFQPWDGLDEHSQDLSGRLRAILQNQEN
Gli-Sufu antag = blocks Gli-Sufu signaling in a luciferase reporter | Sufu-KO-LIGHT fibroblasts, Gli luciferase reporter luminescence | inhibition, % at 5 µM | 340,000 tested, 0.74% active | AID 588413;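 active = inhibition above about 55%, limit read from the data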;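 note: 0% = DMSO-treated cells and 100% = wells with medium but no cells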
EBI2 block = EBI2 (human) antagonism; inhibition, % at 5 µM; P32249; AID 651636; 360,000 tested, 0.81% active; EBI2 beta-arrestin recruitment, luminescence, 7a,25-OHC stimulated; in the data active = inhibition above about 38%;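 note: enzyme fragment complementation signal reports receptor beta-arrestin coupling in cells; 0% = agonist plus DMSO wells and 100% = wells without agonist; some results beyond the cut were filed as inactive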
Target sequence (P32249 whole entry, looked up, the tested form may be a part): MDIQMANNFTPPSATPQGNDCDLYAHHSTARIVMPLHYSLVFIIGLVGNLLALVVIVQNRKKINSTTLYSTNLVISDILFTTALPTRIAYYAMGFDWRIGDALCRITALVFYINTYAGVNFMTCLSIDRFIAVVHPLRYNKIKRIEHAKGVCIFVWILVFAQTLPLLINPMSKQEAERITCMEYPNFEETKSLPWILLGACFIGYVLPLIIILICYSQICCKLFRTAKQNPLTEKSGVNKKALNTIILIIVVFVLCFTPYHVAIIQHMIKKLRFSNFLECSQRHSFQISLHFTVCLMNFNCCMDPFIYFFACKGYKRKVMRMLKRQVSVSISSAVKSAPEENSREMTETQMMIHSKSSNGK
CCR6 antagonist = blocks CCL20-driven beta-arrestin recruitment at human CCR6 | 340,000 tested, 0.49% active | CHO-K1 CCR6 PathHunter beta-arrestin, luminescence, CCL20-stimulated | inhibition, % at 20 µM;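 active = compounds whose inhibition of the agonist-driven luminescence signal at 20 µM reaches about 50%, limit read from the data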;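 note: cells stimulated with CCL20 at 14 nM final; plate controls were DMSO with CCL20 for no effect and DMSO without agonist for full effect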
CXCR6 inh = blocks human CXCR6 beta-arrestin recruitment | 360,000 tested, 0.36% active | AID 602244 | CHO-K1 PathHunter CXCR6 beta-arrestin, luminescence | O00574 | inhibition, % at 20 µM; in the data active = inhibition above about 34%, passing the limit was not always enough;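 note: antagonist mode with CXCL16 agonist at 10 nM final; 0% = 10 nM CXCL16 with DMSO and 100% = unstimulated wells without agonist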
Target sequence (O00574 whole entry, looked up): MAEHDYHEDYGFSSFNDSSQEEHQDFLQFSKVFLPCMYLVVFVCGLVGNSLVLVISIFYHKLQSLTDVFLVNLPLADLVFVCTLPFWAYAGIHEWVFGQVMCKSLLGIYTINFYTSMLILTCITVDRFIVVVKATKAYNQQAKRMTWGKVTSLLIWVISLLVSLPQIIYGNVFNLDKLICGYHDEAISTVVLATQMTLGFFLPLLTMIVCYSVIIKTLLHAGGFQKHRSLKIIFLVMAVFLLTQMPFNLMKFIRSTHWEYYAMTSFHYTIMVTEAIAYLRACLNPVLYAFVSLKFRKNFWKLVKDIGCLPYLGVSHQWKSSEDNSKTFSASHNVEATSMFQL
NR3A LBD binder = modulates the human NR3A ligand-binding domain | NR3A LBD differential scanning fluorimetry, Tm shift; 0% = protein alone, 100% = glycine-bound protein | Tm shift relative to glycine control, % at 25 µM | 340,000 tested, 2.5% active;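 active = melting temperature shift of at least 10% of the positive control shift, at one fixed dose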
* hit, by the source's call; . = no result given. Not a hit list; about 5.8% have a hit in one of these screens.

SMILES	A3A deaminase	MPTP inh	APOBEC3G inh	Gli-Sufu antag	EBI2 block	CCR6 antagonist	CXCR6 inh	NR3A LBD binder
Nc1ccc(C(=O)OCc2csc(-c3ccccc3)n2)cc1[N+](=O)[O-]	-1	1.5	-2	-10	14	-2	6	29*
COc1cc(C2=NOC(C(=O)NCc3ccccn3)C2)cc(OC)c1OC (centres undefined)	-1	-0.1	1	0	-8	-16	3	3
Cc1ccccc1C(=O)N1CCN(c2ccc(NC(=O)c3cccnc3)cc2)CC1	0	1.0	-6	-4	-1	-2	-6	-1
CC1CCCN(C(=S)SCC(=O)c2cc(Br)cc(Br)c2O)C1 (centres undefined)	3	59*	-1	12	-7	17	-3	-4
CC(C)COC(=O)Nc1ccc(C(=O)O)cc1	-8	-1.7	-6	0	-8	-22	-2	-1
CCC(C)(C)C1CCC(=NNc2nc3ccccc3[nH]2)CC1 (centres undefined)	3	2.7	-1	-6	5	27	-12	-2
O=C(O)CCn1nnc(-c2ccccc2)n1	-2	-0.2	-4	-8	5	3	10	1
OCCN(CCO)c1ccc(C(c2ccc(Cl)cc2)c2ccc(N(CCO)CCO)cc2Cl)c(Cl)c1	-6	-0.7	-6	0	3	-2	-6	28*
O=c1oc2ccc3ccccc3c2cc1-c1nnc(-c2cccs2)o1	-3	-6.9	-8	-3	-14	4	-1	-7
COc1ccc(CC(=O)Nc2ccc3c(c2)CCC3)cc1S(=O)(=O)N1CCOCC1	-3	-1.9	-5	-3	-1	9	-7	2
CCCC(c1nnnn1CS(=O)(=O)c1ccc(C)cc1)N1CCN(C2CCCC2)CC1 (centres undefined)	1	0.1	-4	9	4	14	11	0
Cc1ccc(C)c(S(=O)(=O)N2CCN(C(=O)C3CC3C)CC2)c1 (centres undefined)	-5	-1.1	-12	-2	-2	12	13	0
COc1ccc(NC(=O)CSc2nnc(-c3ccccn3)n2N)c(OC)c1	-1	0.5	-4	0	0	0	6	1
CCCCCc1ccc(-c2ccc(/C=C/C(=O)O)cc2)nc1	0	1.3	89*	-3	-8	5	-4	1
O=C(N=C1SC2CS(=O)(=O)CC2N1c1ccc(F)c(Cl)c1)C1CC1 (centres undefined)	-2	-2.4	-3	-21	4	14	-4	-1
COc1ccc(/C=C/CN2CCCC(C(=O)c3cc(F)ccc3F)C2)cc1 (centres undefined)	-2	0.2	0	20	1	14	0	-2
Cc1ccc(NC(=O)CN2CCc3ccccc3C2)cc1S(=O)(=O)N1CCOCC1	-3	2.1	-9	0	-3	8	-2	-1
COCCN(CC(=O)NCc1ccc(OC)cc1)C(=O)CCC(=O)Nc1nccs1	-3	-2.0	-5	0	-4	2	-3	-2
Cc1ccc2cccc(Oc3nnnn3-c3ccccc3)c2n1	2	-1.7	-3	7	0	11	10	2
Cc1nc2sc(C(c3cccs3)N3CC(C)CC(C)C3)c(O)n2n1 (centres undefined)	4	-0.1	-2	-2	1	5	-2	-1
O=C(O)[C@H]1CCCN1C(=O)c1ccccc1N1C(=O)[C@@H]2Cc3c([nH]c4ccccc34)C(c3cccc(Cl)c3)N2C1=O (some centres undefined)	-5	1.0	-10	9	-17	3	-13	-2
O=C(CN1C(=O)C2CC=CCC2C1=O)Nc1nc2ccccc2s1 (centres undefined)	-1	-3.5	-4	-1	1	12	-2	2
COc1ccc(NCc2cccnc2)cc1	-4	-1.5	-9	-9	-9	-10	5	3
CC(=O)c1cc(-c2ccccc2)n(CCC(=O)NC2CCCCC2)c1C	-1	0.6	0	10	-2	-1	-11	0
Cc1ccc(NC(=O)CCC(=O)c2ccc(Cl)s2)nc1	9	1.1	1	-4	-7	2	2	-4

Laid out differently: results already given
Results follow in this order: A3A deaminase | MPTP inh | APOBEC3G inh | Gli-Sufu antag | EBI2 block | CCR6 antagonist | CXCR6 inh | NR3A LBD binder
- Nc1ccc(C(=O)OCc2csc(-c3ccccc3)n2)cc1[N+](=O)[O-]
→ -1 | 1.5 | -2 | -10 | 14 | -2 | 6 | 29*
- COc1cc(C2=NOC(C(=O)NCc3ccccn3)C2)cc(OC)c1OC (centres undefined)
→ -1 | -0.1 | 1 | 0 | -8 | -16 | 3 | 3
- Cc1ccccc1C(=O)N1CCN(c2ccc(NC(=O)c3cccnc3)cc2)CC1
→ 0 | 1.0 | -6 | -4 | -1 | -2 | -6 | -1
- CC1CCCN(C(=S)SCC(=O)c2cc(Br)cc(Br)c2O)C1 (centres undefined)
→ 3 | 59* | -1 | 12 | -7 | 17 | -3 | -4
- CC(C)COC(=O)Nc1ccc(C(=O)O)cc1
→ -8 | -1.7 | -6 | 0 | -8 | -22 | -2 | -1
- CCC(C)(C)C1CCC(=NNc2nc3ccccc3[nH]2)CC1 (centres undefined)
→ 3 | 2.7 | -1 | -6 | 5 | 27 | -12 | -2
- O=C(O)CCn1nnc(-c2ccccc2)n1
→ -2 | -0.2 | -4 | -8 | 5 | 3 | 10 | 1
- OCCN(CCO)c1ccc(C(c2ccc(Cl)cc2)c2ccc(N(CCO)CCO)cc2Cl)c(Cl)c1
→ -6 | -0.7 | -6 | 0 | 3 | -2 | -6 | 28*
- O=c1oc2ccc3ccccc3c2cc1-c1nnc(-c2cccs2)o1
→ -3 | -6.9 | -8 | -3 | -14 | 4 | -1 | -7
- COc1ccc(CC(=O)Nc2ccc3c(c2)CCC3)cc1S(=O)(=O)N1CCOCC1
→ -3 | -1.9 | -5 | -3 | -1 | 9 | -7 | 2
- CCCC(c1nnnn1CS(=O)(=O)c1ccc(C)cc1)N1CCN(C2CCCC2)CC1 (centres undefined)
→ 1 | 0.1 | -4 | 9 | 4 | 14 | 11 | 0
- Cc1ccc(C)c(S(=O)(=O)N2CCN(C(=O)C3CC3C)CC2)c1 (centres undefined)
→ -5 | -1.1 | -12 | -2 | -2 | 12 | 13 | 0
- COc1ccc(NC(=O)CSc2nnc(-c3ccccn3)n2N)c(OC)c1
→ -1 | 0.5 | -4 | 0 | 0 | 0 | 6 | 1
- CCCCCc1ccc(-c2ccc(/C=C/C(=O)O)cc2)nc1
→ 0 | 1.3 | 89* | -3 | -8 | 5 | -4 | 1
- O=C(N=C1SC2CS(=O)(=O)CC2N1c1ccc(F)c(Cl)c1)C1CC1 (centres undefined)
→ -2 | -2.4 | -3 | -21 | 4 | 14 | -4 | -1
- COc1ccc(/C=C/CN2CCCC(C(=O)c3cc(F)ccc3F)C2)cc1 (centres undefined)
→ -2 | 0.2 | 0 | 20 | 1 | 14 | 0 | -2

(further entries)
SMILES	A3A deaminase	MPTP inh	APOBEC3G inh	Gli-Sufu antag	EBI2 block	CCR6 antagonist	CXCR6 inh	NR3A LBD binder
COc1cccc(C(=O)NCCN2CCN(c3ccc(Cl)cc3)CC2)c1	1	-0.1	-2	50	8	19	-9	3
CC(C)(C)C1CCC(CN2CCC(CN3C(=O)C(=O)NC[C@@H]3Cc3ccccc3)CC2)CC1 (some centres undefined)	.	-0.5	.	-9	-8	-5	-1	0
Cc1cc(C)c(C)c(S(=O)(=O)NCC(=O)Nc2ccc(F)cc2)c1C	-3	4.7	-9	2	-1	3	4	-4
Cc1cc(NC(=O)CSc2nc3c(c(=O)n2C)SCC3)no1	0	-0.6	2	10	6	-11	-8	-1
O=C(Cn1c(CN2CCCCC2)nc2ccccc2c1=O)NCc1ccco1	0	-0.3	-2	4	-3	-1	-2	-2
CC(C)(C)OC(=O)NCCCCCNC(=O)c1nc[nH]c1C(=O)N1CCc2ccccc2C1	1	-0.3	-7	-3	-4	-1	-8	-3
O=C1N=c2ccc([N+](=O)[O-])cc2=C1c1sc(=O)[nH]c1O	-7	-0.3	-4	28	-3	26	4	-1
O=C(COc1ccccc1F)NNC(=O)Cc1ccc(S(=O)(=O)N2CCOCC2)s1	4	-0.8	-1	5	5	-1	-4	-1
O=Cc1cccc(Oc2ncccn2)c1	3	-1.1	1	20	-7	-3	6	-2
C[C@H](CO)N1C[C@H](C)[C@@H](CN(C)C)Oc2c(NC(=O)CCCCCC(=O)Nc3ccccc3N)cccc2C1=O	-4	-0.1	25	13	-5	-2	-3	-1
O=[N+]([O-])c1ccc(OCc2cn([C@@H](CO)c3ccccc3)nn2)c(Br)c1	-2	-0.2	-11	-12	5	16	-5	-8
O=C(CC1NCCN(Cc2ccccc2)C1=O)Nc1ccccc1 (centres undefined)	0	1.1	-6	-2	5	-11	-10	-2
O=C(NC1CCCCC1)C(c1ccco1)N(Cc1cccnc1)C(=O)C1COc2ccccc2O1 (centres undefined)	0	-0.5	-8	6	1	7	1	0
COc1cc(C2N(C)C(=O)c3ccccc3N2C)ccc1O (centres undefined)	-2	-0.7	-5	9	-10	5	4	-1
CN1/C(=C\C(=S)NC(=O)c2ccccc2Cl)C(C)(C)c2ccccc21	-2	6.7	-5	73*	-7	38	-7	0
CCC(=O)N(NC1=NS(=O)(=O)c2ccccc21)S(=O)(=O)c1ccc(C)cc1	2	-2.5	-4	0	-4	2	4	2
COc1ccc(OC)c(Nc2nc(C3CC3)nc3c2nnn3Cc2ccccc2)c1	0	-0.4	3	2	41	5	4	2
Cc1cc(C)cc(OCC(=O)N/N=C/c2ccc([N+](=O)[O-])o2)c1	5	1.0	0	-2	36	-12	-14	1
CCCN(CCC)C(=S)NC1CC2C=CC1C2 (centres undefined)	-4	2.1	-11	20	4	15	3	-1
COc1ccc(CNS(=O)(=O)c2ccc3c(c2)CC(C)N3C(=O)C2CC2)cc1 (centres undefined)	-2	99*	-2	-11	5	-2	1	-1
COC(=O)c1[nH]c2c(c1C)C(=O)CC(c1cc(OC)c(OC)c(OC)c1)C2 (centres undefined)	-1	-0.2	-6	9	-14	-7	-1	1
O=C(Nc1nc2ccc3ccccc3c2s1)c1ccc(N2CCCCC2)c([N+](=O)[O-])c1	3	-0.3	-3	-2	1	20	9	19*
CCn1c(O)c(N=N)c2ccccc21	-5	-0.3	2	-3	0	-20	-9	1
Cc1cccc(C(=O)OCc2cc3ccccc3[nH]c2=O)c1	-1	-1.2	-3	4	4	5	2	5
Cc1ccc(S(=O)(=O)c2c(C)cc(C)nc2Cl)c(C)c1	-4	-1.5	-9	-3	6	9	7	-2
(further entries)
SMILES	A3A deaminase	MPTP inh	APOBEC3G inh	Gli-Sufu antag	EBI2 block	CCR6 antagonist	CXCR6 inh	NR3A LBD binder
O=C(NC(=S)Nc1cccc(Cl)c1N1CCCCC1)c1ccc2c(c1)OCCO2	-3	5.5	-5	-3	20	28	10	1
CCCOc1ccc(-c2nn(-c3ccccc3)cc2/C=C2\SC(=S)N(C3CCS(=O)(=O)C3)C2=O)cc1 (centres undefined)	-3	-0.1	0	7	16	12	0	0
CC(Oc1ccc(Cl)cc1)C(=O)Nc1ccccc1N1CCOCC1 (centres undefined)	2	-1.0	-4	10	9	21	-5	-2
CC1CCCN(C(=O)Cn2cnc3c2c(=O)n(C)c(=O)n3C)C1 (centres undefined)	7	-0.5	2	2	2	3	-7	-2
CNC(=O)c1ccccc1Sc1cccc2cccc(C(=O)O)c12	2	-1.3	-6	-1	-12	4	-4	1
CCSc1n[nH]c(=S)s1	-6	-2.3	52*	1	-4	2	-1	2
COc1ccccc1CNC(=O)CCS(=O)(=O)Cc1ccc(C)cc1	-1	-1.0	-3	-9	-2	-8	-1	0
Cc1ccc(S(=O)(=O)NCc2nc3ccccc3[nH]2)cc1	0	2.3	0	-1	-8	-14	-4	0
CC(=O)c1ccc(NC(=O)C2=CC(c3cccs3)=NS(=O)(=O)N2C)cc1	-4	-0.1	-7	-9	4	21	5	-9
COc1cc2[nH]c(C(=O)N3CCc4ccccc43)cc2c(OC)c1OC	-3	1.5	-7	-61	2	16	5	-7
CCOC(=O)C(=O)Nc1sc(C(=O)N2CCOCC2)c(C)c1C#N	1	-1.7	-5	-1	-4	-3	7	1

Retrieved by compound from above, 2 records:
SMILES	A3A deaminase	MPTP inh	APOBEC3G inh	Gli-Sufu antag	EBI2 block	CCR6 antagonist	CXCR6 inh	NR3A LBD binder
CC(=O)c1ccc(NC(=O)C2=CC(c3cccs3)=NS(=O)(=O)N2C)cc1	-4	-0.1	-7	-9	4	21	5	-9
COc1cc2[nH]c(C(=O)N3CCc4ccccc43)cc2c(OC)c1OC	-3	1.5	-7	-61	2	16	5	-7
